Assay outcomes: PubChem BioAssay, several laboratories
MEP2-GFP yeast – modulators of MEP2-GFP levels in yeast, primary screen, S. cerevisiae, multiplex flow cytometry, MLPCN library; S. cerevisiae MEP2-GFP strain, 3 h; 100% = DMSO control level; GFP response vs DMSO, % at 10 µM; 330,000 tested, 0.51% active; AID 2016, 2009;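 active = GFP response versus DMSO above a set limit, roughly screen mean plus 3 SD, cut at about 180% in these data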;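 note: median GFP fluorescence of the barcode-gated MEP2-GFP cells per well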
AGP1-GFP MLPCN – modulators of AGP1-GFP expression in yeast TOR pathway, primary screen, cell-based, multiplex flow cytometry, S. cerevisiae, MLPCN library; 3 h; GFP as percent of DMSO wells; GFP response vs DMSO, % at 10 µM; 320,000 tested, 0.02% active;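 active = GFP response relative to DMSO above a set limit, near screen average plus 3 SD, cut at about 150% in these data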;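 note: median GFP channel fluorescence of the gated AGP1 strain per well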
RPL19A-GFP yeast – RPL19A-GFP expression modulators in yeast, primary screen, cell-based, S. cerevisiae, multiplex flow cytometry, MLPCN. S. cerevisiae RPL19A-GFP strain, 3 h; stronger effect = lower value. percent response vs DMSO, % at 10 µM. 330,000 tested, 0.3% active;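 active = percent response vs DMSO below 50%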;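 note: median channel GFP fluorescence of the barcoded RPL19A-GFP strain; ratio of sample median GFP to plate DMSO average so 100% = DMSO; lower means less RPL19A-GFP as with rapamycin TOR inhibition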
VLA-4 inh – inhibition in human VLA-4 binding assay, primary screen, VLA-4 allosteric modulator project, MLPCN library, flow cytometry, VLA-4 expressing cells; inhibition, % (about 7 µM as worked out from the volumes in the protocol); 330,000 tested, 0.2% active; AID 2557, 2010; Integrin alpha-4 (Homo sapiens), P13612; ligand binding flow cytometry; in the data active = inhibition above about 50%
GASC-1 inh – inhibitors of GASC-1 histone demethylase, primary screen, biochemical, fluorescence, DELFIA europium. Lysine-specific demethylase 4C (Homo sapiens), Q9H3R0. GST-JMJD2C(1-420) H3K9me3 demethylation. inhibition, % at 2.35 µM. 330,000 tested, 0.069% active. AID 2099, 2009;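 active = more than half of a compound's replicate wells show inhibition beyond 50%, single wells judged on their own value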;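 note: signal counts dimethyl H3K9 product captured on neutravidin plate; 0% = median of DMSO wells and 100% = 0.3 times that DMSO median; strong numbers were not always called active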
Target sequence (Q9H3R0 1-420 limits assumed): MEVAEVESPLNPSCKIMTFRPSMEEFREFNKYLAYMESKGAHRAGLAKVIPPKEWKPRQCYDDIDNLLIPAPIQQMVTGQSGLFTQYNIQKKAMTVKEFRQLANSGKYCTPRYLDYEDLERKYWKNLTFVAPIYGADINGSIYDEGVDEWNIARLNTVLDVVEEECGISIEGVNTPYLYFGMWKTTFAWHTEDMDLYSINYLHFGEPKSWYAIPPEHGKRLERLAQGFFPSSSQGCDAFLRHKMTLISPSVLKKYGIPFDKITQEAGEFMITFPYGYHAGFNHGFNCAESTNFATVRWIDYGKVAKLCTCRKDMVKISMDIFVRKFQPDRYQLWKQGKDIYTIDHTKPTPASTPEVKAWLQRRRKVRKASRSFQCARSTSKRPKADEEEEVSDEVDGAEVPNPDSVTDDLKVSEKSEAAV
CIT2-GFP yeast – modulators of CIT2-GFP expression in yeast, primary screen, S. cerevisiae, GFP fusion, multiplex flow cytometry, MLPCN library | S. cerevisiae CIT2-GFP strain, 3 h; 100 means same as DMSO wells | GFP response vs DMSO, % at 10 µM | 320,000 tested, 0.065% active;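 active = GFP response relative to DMSO above a set limit, near the screen mean plus 3 SD, cut at about 150% in these data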;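 note: ratio of well median GFP fluorescence to mean of DMSO wells on the plate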
GRK2 inh – compounds blocking aptamer binding on GRK2 – biochemical, human GRK2, bead flow cytometry, HTS, primary screen; FAM-aptamer displacement from GRK2; Beta-adrenergic receptor kinase 1 (Homo sapiens), P25098; 330,000 tested, 0.59% active; AID 488847, 2010; inhibition of aptamer binding, % at 10 µM;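 active = inhibition of aptamer binding above 40%, roughly 3 SD of noise, on plates passing a quality check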;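 note: median bead fluorescence of bound FAM aptamer so fluorescent compounds give negative values; no value below 0 was filed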
Target sequence (P25098 whole entry, looked up): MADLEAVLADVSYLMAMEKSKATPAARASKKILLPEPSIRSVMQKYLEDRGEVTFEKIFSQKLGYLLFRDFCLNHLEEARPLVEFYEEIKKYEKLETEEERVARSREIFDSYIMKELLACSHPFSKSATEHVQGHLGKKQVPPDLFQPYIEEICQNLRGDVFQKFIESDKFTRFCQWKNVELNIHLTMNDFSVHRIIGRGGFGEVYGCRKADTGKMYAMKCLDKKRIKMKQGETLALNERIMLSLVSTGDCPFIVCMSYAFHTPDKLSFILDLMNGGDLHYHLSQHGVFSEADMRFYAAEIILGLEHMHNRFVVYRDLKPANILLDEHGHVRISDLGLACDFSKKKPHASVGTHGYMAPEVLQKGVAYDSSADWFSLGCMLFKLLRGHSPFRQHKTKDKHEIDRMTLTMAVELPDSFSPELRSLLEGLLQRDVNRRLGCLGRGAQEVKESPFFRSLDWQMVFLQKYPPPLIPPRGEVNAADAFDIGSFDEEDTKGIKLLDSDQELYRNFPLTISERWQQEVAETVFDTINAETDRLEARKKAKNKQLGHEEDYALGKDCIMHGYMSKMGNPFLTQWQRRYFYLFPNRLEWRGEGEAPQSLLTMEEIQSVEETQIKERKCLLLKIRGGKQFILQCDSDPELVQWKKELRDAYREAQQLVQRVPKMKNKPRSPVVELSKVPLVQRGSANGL
LAP4 TOR yeast – modulators of LAP4-GFP expression in yeast, primary screen, S. cerevisiae, multiplex flow cytometry, MLPCN library | 3 h; median GFP as percent of DMSO wells | GFP response vs DMSO, % at 10 µM | 320,000 tested, 0.34% active;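 active = GFP response vs DMSO above a set limit, about the screen mean plus 3 SD, cut at about 150% in these data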
* hit, by the source's call; x = no result given; & = joins results of further samples.

SMILES	MEP2-GFP yeast	AGP1-GFP MLPCN	RPL19A-GFP yeast	VLA-4 inh	GASC-1 inh	CIT2-GFP yeast	GRK2 inh	LAP4 TOR yeast
CCC(C)NS(=O)(=O)c1ccc(S(=O)(=O)N(CCc2ccc(OC)c(OC)c2)Cc2cccs2)cc1 (centres undefined)	120	106	103	-3	8	111	0	104
CC(=O)Nc1ccc(S(=O)(=O)N2CCC(C(=O)NCc3ccco3)CC2)cc1	107	118	106	2	15	111	0	114
CC(C)CNC(=O)c1cccc(NC(=O)C2CCCO2)c1 (centres undefined)	98	118	107	14	-4	106	1	107
CCOc1cc(N2CCOCC2)c(OCC)cc1NC1=NCCCCC1	88	90	92	14	0	88	3	83
CN(C)C(=O)c1coc2nc3ccccc3nc12	97	82	97	3	0	77	2	106
Cc1c(C(=O)NCCc2ccc3c(c2)OCCO3)oc2ccccc12	102	101	107	0	30	115	0	103
Cc1cccc(NC(=O)C(Cc2ccccc2)n2cccc2)c1 (centres undefined)	93	104	97	-1	-1	77	2	95
COCCn1c(SCC(=O)NCc2ccc3c(c2)OCO3)nc2ccccc2c1=O	94	100	101	37	10	96	0	93
CCn1nc(C)c(NC(=O)c2cnn3c(C(F)F)cc(-c4ccccc4)nc23)c1C	105	96	102	4	6	99	5	96
O=C(O)CCCCCNC(=O)Cn1nnc2ccccc2c1=O	101	98	111	10	5	101	1	103
Cn1cccc1Cc1nnc(SCC(=O)Nc2cccc(F)c2)n1CCc1ccccc1	106	103	97	12	-6	104	1	99
CCC(C)NC(=O)c1ccc(CS(=O)(=O)c2ccc(OC)cc2)o1 (centres undefined)	100	104	99	7	-12	102	0	108
O=C(Nc1ccccc1Br)C1CC(=O)N(c2ccc3c4c(cccc24)CC3)C1 (centres undefined)	98	103	103	8	-5	99	2	96
CC(=O)c1ccc(NC(=O)CC(C)S(=O)(=O)c2ccc3c(c2)CCN3C(C)=O)cc1 (centres undefined)	109	18	95	3	-2	101	0	95
COc1cc(-c2cc(C(=O)Nc3ccc(S(N)(=O)=O)cc3)c3ccccc3n2)cc(OC)c1OC	101	102	102	-11	-2	109	1	89
CSc1ccccc1C(=O)NCCOc1cccc(C)c1	97	94	96	-19	3	90	1	102
CCC(Cc1ccccc1)NC(=O)Cn1ncc2ccsc2c1=O (centres undefined)	106	106	106	2	1	96	0	98
COc1ccc(C2(c3ccc(OC)cc3)NC(=O)N(CC(=O)Nc3ccc(N4CCOCC4)cc3)C2=O)cc1	94	91	89	21	-7	86	0	92
Cn1c(=O)c2c(nc(CN3CCCCC3)n2CCc2ccccc2)n(C)c1=O	104	98	102	12	-10	104	2	98
CCOc1cc(Cl)c(NC(=O)c2ccco2)cc1OCC	105	100	104	16	11	108	5	106

Given comma-delimited: entries from further up
SMILES,MEP2-GFP yeast,AGP1-GFP MLPCN,RPL19A-GFP yeast,VLA-4 inh,GASC-1 inh,CIT2-GFP yeast,GRK2 inh,LAP4 TOR yeast
O=C(O)CCCCCNC(=O)Cn1nnc2ccccc2c1=O,101,98,111,10,5,101,1,103
Cn1cccc1Cc1nnc(SCC(=O)Nc2cccc(F)c2)n1CCc1ccccc1,106,103,97,12,-6,104,1,99
CCC(C)NC(=O)c1ccc(CS(=O)(=O)c2ccc(OC)cc2)o1 (centres undefined),100,104,99,7,-12,102,0,108

The listing picks up; the two compounds before the break are reprinted first.
SMILES	MEP2-GFP yeast	AGP1-GFP MLPCN	RPL19A-GFP yeast	VLA-4 inh	GASC-1 inh	CIT2-GFP yeast	GRK2 inh	LAP4 TOR yeast
Cn1c(=O)c2c(nc(CN3CCCCC3)n2CCc2ccccc2)n(C)c1=O	104	98	102	12	-10	104	2	98
CCOc1cc(Cl)c(NC(=O)c2ccco2)cc1OCC	105	100	104	16	11	108	5	106
O=C(CN(CC1CCCO1)C(=O)CNS(=O)(=O)c1ccc(Cl)cc1)NC1CCCC1 (centres undefined)	96	102	97	0	-7	97	2	97
COCCn1c(SCC(=O)NNC(=O)c2ccccc2)nc2ccccc2c1=O	101	101	103	-1	-5	96	0	102
C=CCOc1ccc(C2C(C(=O)c3ccco3)=C(O)C(=O)N2c2nnc(C)s2)cc1 (centres undefined)	101	102	112	6	-1	108	73*	112
Cc1ccc[n+](C2C(c3ccc([N+](=O)[O-])cc3)C(C#N)=C([S-])NC2(O)C2CC2)c1 (centres undefined)	90	98	99	-19	6	96	3	108
COc1ccc(OC)c(-n2c(=S)[nH]c3cc(C(=O)N4CCC(C(N)=O)CC4)ccc3c2=O)c1	104	x	104	15	2	97	0	102
N#Cc1ccccc1NC(=O)CSc1n[nH]c(-c2ccco2)n1	100	93	112	-8	0	91	0	70
COc1ccc(C)cc1S(=O)(=O)N(CC(=O)Nc1cccc([N+](=O)[O-])c1)c1ccccc1	84	89	95	-10	-2	83	3	83
Cc1cc(NC(=O)c2cc(-c3cccs3)nc3ccccc23)no1	86	85	90	-4	-5	82	0	106
CSC1=NSC2=NC(=O)/C(=C\c3coc4ccccc4c3=O)C(=N)N12	99	72	97	-283	-2	84	4	105
O=C(CS(=O)(=O)c1cn(Cc2ccc(Cl)cc2)c2ccccc12)N1CCCC1	95	93	102	8	0	95	3	113
CSc1nccc(Nc2ccccc2)c1C#N	102	93	96	-12	-4	93	2	113
O=C1C2C3C=CC(C3)C2C(=O)N1/N=C/c1ccc(-c2ccccc2[N+](=O)[O-])o1 (centres undefined)	108	95	99	9	-14	105	2	102
Cc1nnc(SCC(=O)Nc2nc3ccccc3s2)n(N)c1=O	112	100	99	10	-9	107	0	98
CCN1CCN(C(=O)CN(c2ccc(C)cc2)S(C)(=O)=O)CC1	103	99	99	4	-2	103	0	95
Cc1nn(C)c(C)c1CNC(=O)c1cnn2c1NC(c1ccccc1)CC2C(F)(F)F (centres undefined)	93	84	113	3	1	81	0	75
COc1ccc2c(c1)C(=O)/C(=C/C=C/c1ccccc1)CC2	106	101	100	36	-6	104	1	111
Cc1cccc(NC(=O)c2cnccn2)c1	98	89	100	6	-1	94	0	87
Cc1cc(C)c2cc(C#N)c(SCC(=O)NCC3CCCO3)nc2c1 (centres undefined)	100	102	97	14	24	100	0	97
CCC(=O)Nc1cccc(NC(=O)c2ccccc2Cl)c1	95	101	98	6	15	98	0	102
Clc1ccc(C2=CSC3=NCCN23)cc1Cl	120	112	100	34	4	100	3	101
Cc1nc2ccccc2c2c(N)c3ccccc3n12	101	87	101	-26	6	103	0	98
O=c1c2c([nH]n1-c1ccccc1)CCSC2	102	94	100	5	188	93	0	93
COC(=O)CSc1nc2ccc(NC(=O)c3ccccc3C(=O)N3CCOCC3)cc2s1	100	90	121	-3	-5	94	3	85
CCOC(=O)N1CCC(NC(=O)c2ccc(CO)c(C(=O)NC3CCN(C(=O)OCC)CC3)c2)CC1	103	94	99	4	-22	94	5	78
O=C(NCC1CCN(Cc2ccccc2F)CC1)C1CCCN(c2ncnc3c2nc2n3CCCCC2)C1 (centres undefined)	95	97	97	0	2	96	0	101
CC(=O)NC1(c2ccccc2)CCN(CC(=O)N2CCC(C)CC2)CC1	96	100	98	12	-9	92	2	107
COC(=O)[C@]12C(=O)NC[C@H](CN1c1ccc(Cl)c(C)c1)N2C	92	97	95	13	14	83	3	99
CCc1ccc(CNc2ccc(N3CCN(C(C)=O)CC3)cc2)cc1	89	92	96	-2	-13	102	1	92
O=C(C1=C[C@@H]2[C@H]3C(=O)N(c4cccc(Cl)c4)C(=O)[C@H]3[C@@H](C(=O)c3ccc(Cl)cc3)N2C=C1)c1ccccc1	101	98	102	-12	-1	89	3	115
Cn1c2ccccc2c2cc(C(=O)NNS(=O)(=O)c3ccc(F)cc3)sc21	99	97	97	14	-6	106	1	104
COc1ccc(NC(=S)Nc2ccccc2)cc1	112&105	103&103	109&100	16&15	-4&6	111&104	0&0	89&97
O=c1oc2ccccc2n1CCCOc1ccccc1	98	98	98	8	7	94	2	102
C=CCN1C=C2C(=O)C(C)(OC(=O)c3cccs3)C(=O)C=C2C=C1CCCC(=O)OC (centres undefined)	94	89	103	11	-30	77	4	99
COc1ccc(C(=O)NC2CC2)cc1OC1CCN(Cc2ccc(SC)cc2)CC1	112	110	101	8	-4	114	0	102
Cc1ccc2nc(N3CCN(c4cccc(C)c4C)CC3)c3nnnn3c2c1	106	107	107	-34	8	118	0	107
O=C(N/N=C/c1ccccc1)c1cc(=O)[nH]c2ccccc12	98	98	108	1	-2	103	1	94
CCN(CC)S(=O)(=O)c1csc(C(=O)OCC(=O)c2ccccc2)c1	98	99	102	3	-3	95	2	104
CCN(CC)C(=O)Cn1cnc2ccccc2c1=O	97	102	99	-26	7	97	1	100
O=C(CC1CCCCC1)N1CCCC(c2nc(-c3ccc(S(=O)(=O)N4CCCC4)cc3)no2)C1 (centres undefined)	97	100	98	17	-4	99	4	94
CCOc1ccc(NCc2ccccc2OCc2cccc(F)c2)cc1	95	95	103	-21	-3	86	2	106
CCS(=O)(=O)c1ccc(C(=O)Nc2ccccc2OC)c(Cl)c1Cl	105	105	104	22	-14	102	1	111
O=C(OCC1CCNCC1)c1ccc2c(c1)OCO2	108	103	103	0	-4	104	0	95
N=c1ccn(Cc2c(Cl)cccc2Cl)cc1	101	101	99	-7	0	102	1	100
CCOC(=O)C1(Cc2ccccc2C(F)(F)F)CCN(CCCn2cccn2)CC1	90	100	106	-13	-11	100	0	91
O=C(C[C@@H]1C/C=C\CCC(=O)OC[C@@H]2CCCN2C1=O)N[C@H](CO)Cc1ccccc1	99	99	99	14	x	100	1	112
CS(=O)(=O)N(CC(=O)N1CCCC1)c1cc(C(F)(F)F)ccc1Cl	97	99	102	-8	2	92	0	94
CCN(CC)CCCNC(=O)c1ccc(CS(=O)(=O)c2ccccc2OC)o1	97	104	99	0	-17	99	25	104
COc1ccc(CC(=O)Oc2ccc(Cl)cc2Br)cc1S(=O)(=O)N1CCOCC1	85	98	95	4	0	93	0	105
Cc1ccc(S(=O)(=O)Nc2cccc3c2O[C@@H](CN(C)C(=O)Nc2ccc4c(c2)OCO4)[C@H](C)CN([C@@H](C)CO)C3=O)cc1	94	87	91	-10	x	88	3	102
CCC1(C)Cc2c(sc3c2c(=O)n(C)c2nnc(SCCc4ccccc4)n32)CO1 (centres undefined)	101	101	98	-5	6	97	0	97

(continued)
SMILES	MEP2-GFP yeast	AGP1-GFP MLPCN	RPL19A-GFP yeast	VLA-4 inh	GASC-1 inh	CIT2-GFP yeast	GRK2 inh	LAP4 TOR yeast
CCn1c(SCc2ccc(C(=O)O)cc2)nnc1-c1ccc(Cl)cc1	103	101	103	0	10	99	0	91
Cc1cccnc1NC(=O)c1cccc(NC(=O)CC2SC(N3CCCCC3)=NC2=O)c1 (centres undefined)	102	99	101	36	-8	102	0	102
N#C/C(=C\c1ccc(F)c(F)c1)C(=O)NC1CCCCC1	91	92	96	-4	5	76	2	109
O=C1/C(=C/c2ccc(F)c(F)c2)CSc2sccc21	96	107	98	16	-4	93	0	111
COC(=O)c1ccc(NS(=O)(=O)c2ccccc2)o1	104	106	97	-1	-11	98	0	101
CCNC(=S)N1CCN(S(=O)(=O)c2ccc(Cl)s2)CC1	105	101	99	11	-5	106	1	93
COc1cc(/C=N/NC(=O)C23CC4CC(CC(C4)C2)C3)cc(Br)c1O	108	103	102	12	1	99	0	106
Cc1c(Cc2ccccc2)c(=O)oc2cc(OCC(N)=O)ccc12	100	102	100	11	-8	x	2	97
Cc1cccc(-n2nnc3cnn(C)c3c2=O)c1	103	99	102	-2	2	104	0	103
CCOc1ccc(N(CC(=O)Nc2ccccc2OC)S(=O)(=O)c2ccccc2)cc1	101	92	101	12	7	98	3	93
